Screens (PubChem)
EPAC1 ag = activates human EPAC1 exchange factor; O95398; EPAC1 agonist qHTS, biochemical assay; response scale: 100% = response to 6.5 mM cAMP; Potency, µM (titrated, usually from 154 µM), inactives show at the highest dose activation, usual class: activators; hit rate 0.073% among 360,000; also: potency is read from the fitted curve at half-maximal effect; nearly all actives have a fitted effect of over 60% in size
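Nucleotide exchange by EPAC1 (100 nM) on Rap1B–BODIPY-GDP (250 nM) in the presence of 50 uM GDP is tracked fluorescently at 480/540 nm over 30 min. Signals are normalized to a 6.5 mM cAMP control.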
EPAC1 antagonist = EPAC1 (human) antagonism; EPAC1 GEF assay, Rap1b-BODIPY-GDP exchange fluorescence; hit rate 0.14% among 360,000; Potency, µM (titrated, usually from 115 µM), inactives show at the top dose activity change, negative = inhibition, usual class: inhibitors;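 also: potency is read from the fitted curve at half-maximal effect; plate controls were vehicle for no effect and positive control for full effect; nearly all actives have a fitted effect of over 50% in size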
PI5P4K alpha inh = blocks human PI5P4K alpha kinase activity | hit rate 1.2% among 330,000 | PI5P4Kalpha enzyme, ADP-Glo luminescence, 60 min; active compounds read low | max response, %; active = max response of -50% or lower; inconclusive = between -30% and -50%; inactive = -30% or higher; also: value at the top dose of about 77 µM; % is scaled to controls: 0 for no effect and ±100 for the full control effect
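PI5P4Kalpha ADP-Glo assay; 5 microM ATP final; 60 min RT reaction; HEPES pH 7.4/EGTA/CHAPS, 5% DMSO; controls lacking substrate or enzyme; luminescent end-point.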
PLK1 PBD block = blocks phosphopeptide binding to human PLK1 polo-box domain | P53350 | Plk1 PBD binding of FITC phosphopeptide, fluorescence polarization | Potency, µM, for the others: max response, negative = inhibition, hits mostly inhibitors | hit rate 2.8% among 360,000 | AID 720504; also: potency is read from the fitted curve at half-maximal effect; series mostly up to about 57 µM; % is scaled to controls: 0 for no effect and ±100 for the full control effect; nearly all actives have a fitted effect of over 65% in size
Abeta rescue = compounds reversing amyloid beta toxicity in yeast. yeast expressing A-beta42, growth rescue, OD600, 48 h; response scale: 0% DMSO, 100% iron-clioquinol control. Potency, µM (doses to about 46.1 µM), without a hit: at the highest dose growth rescue, usual class: activators. AID 1347071. hit rate 0.063% among 410,000; also: potency is read from the fitted curve at half-maximal effect; nearly all actives have a fitted effect of over 55% in size
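Yeast growth medium received pinned compounds, then yeast cells expressing toxic A-beta were added; plates incubated at 30 C for 48 hr. Growth read as absorbance at 600 nm, normalized to DMSO and equimolar FeCl3 plus clioquinol controls.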
WRN inhibitor = inhibitors of human WRN helicase | Q14191 | WRN helicase unwinding, fluorescent forked duplex, kinetic | hit rate 0.46% among 360,000 | Potency, µM (series often up to 114 µM), without a hit: at the highest dose activity change, negative = inhibition, most hits filed as inhibitors | AID 651768; also: potency is read from the fitted curve at half-maximal effect; % is scaled to controls: 0 for no effect and ±100 for the full control effect; nearly all actives have a fitted effect of over 55% in size
Target sequence (Q14191 whole entry, looked up): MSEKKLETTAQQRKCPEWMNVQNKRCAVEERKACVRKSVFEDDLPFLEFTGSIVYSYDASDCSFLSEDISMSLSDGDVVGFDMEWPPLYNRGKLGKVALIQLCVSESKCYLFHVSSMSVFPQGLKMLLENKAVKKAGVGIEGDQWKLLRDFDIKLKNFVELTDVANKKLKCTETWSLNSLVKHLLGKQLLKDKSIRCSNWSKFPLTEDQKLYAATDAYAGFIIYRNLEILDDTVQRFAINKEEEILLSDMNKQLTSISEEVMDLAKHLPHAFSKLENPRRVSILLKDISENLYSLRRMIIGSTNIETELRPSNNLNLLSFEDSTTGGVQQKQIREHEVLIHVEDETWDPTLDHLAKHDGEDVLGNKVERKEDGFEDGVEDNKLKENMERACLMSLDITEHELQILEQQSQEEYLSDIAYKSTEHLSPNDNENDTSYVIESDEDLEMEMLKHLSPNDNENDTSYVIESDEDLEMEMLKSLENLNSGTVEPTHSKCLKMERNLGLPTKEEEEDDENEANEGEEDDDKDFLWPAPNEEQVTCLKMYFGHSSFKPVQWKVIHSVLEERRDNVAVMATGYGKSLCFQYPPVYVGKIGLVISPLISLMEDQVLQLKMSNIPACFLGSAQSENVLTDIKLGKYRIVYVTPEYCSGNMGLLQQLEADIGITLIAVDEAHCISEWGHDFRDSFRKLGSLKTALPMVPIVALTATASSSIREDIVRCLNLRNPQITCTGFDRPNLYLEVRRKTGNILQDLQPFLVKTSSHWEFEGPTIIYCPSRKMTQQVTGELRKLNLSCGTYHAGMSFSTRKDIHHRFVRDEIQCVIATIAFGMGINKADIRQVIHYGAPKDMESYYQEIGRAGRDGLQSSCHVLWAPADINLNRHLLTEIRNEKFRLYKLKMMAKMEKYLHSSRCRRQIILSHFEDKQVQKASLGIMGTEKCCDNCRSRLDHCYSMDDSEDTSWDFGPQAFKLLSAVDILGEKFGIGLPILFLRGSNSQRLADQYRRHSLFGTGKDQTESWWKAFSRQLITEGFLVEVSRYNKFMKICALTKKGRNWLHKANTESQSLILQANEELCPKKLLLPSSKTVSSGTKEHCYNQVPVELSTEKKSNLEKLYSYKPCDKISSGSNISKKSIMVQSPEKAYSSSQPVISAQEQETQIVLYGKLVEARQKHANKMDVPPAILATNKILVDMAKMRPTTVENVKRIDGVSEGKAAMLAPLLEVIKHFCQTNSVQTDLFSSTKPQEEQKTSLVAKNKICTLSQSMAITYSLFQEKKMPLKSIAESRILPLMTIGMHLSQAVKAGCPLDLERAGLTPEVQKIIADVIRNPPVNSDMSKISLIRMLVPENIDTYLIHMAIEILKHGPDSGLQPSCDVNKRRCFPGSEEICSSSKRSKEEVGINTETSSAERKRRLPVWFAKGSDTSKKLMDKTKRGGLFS
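Fluorescence dequenching readout, ex 525 nm/em 598 nm, kinetic mode: forked duplex DNA (100 nM final) with adjacent fluorophore and quencher unwound by WRN (20 nM final) with 2 mM ATP. Compound preincubation 15 min, room temperature.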
FUS suppressor = suppressors of FUS proteinopathy in yeast. hit rate 0.24% among 390,000. Potency, µM (doses to about 76.6 µM), for inactives: top-dose growth rescue (activation), most hits filed as activators. AID 1347120. S. cerevisiae FUS-expressing, growth rescue, OD600, 24 h;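 also: potency is read from the fitted curve at half-maximal effect; plate controls were DMSO vehicle for no effect and reference control for full effect; nearly all actives have a fitted effect of over 55% in size; some results filed as inactive show a strong effect at the top dose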
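FUS-expressing yeast, raffinose-pregrown, induced in 2% galactose minimal medium at OD 0.005; compounds in a dilution series, 24hr at 30C. Growth restoration read as absorbance at 600 nm. CP55940 positive control, DMSO negative.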
IL2 activator = IL-2 activation | activation, % (series mostly up to about 46 µM) | hit rate 0.065% among 360,000 | IL-2 activation reporter assay, cell-based qHTS; stimulated with anti-CD3/CD4/CD28 beads; in transgenic mouse T cells | AID 652025; in the data active = activation above about 50%; inconclusive = mostly about 30% to 49%; also: 0% is about no effect
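Unstimulated transgenic mouse T cells; 60-min compound exposure; bead-based TCR/CD4/CD28 stimulation; 18 h culture, 37 degrees C; dual fluorescence (EGFP, DsRed) plate cytometry.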
Starred values were filed as active, the others as inactive; ? = inconclusive; / = no result given; & = joins results of further samples; [ ] = remark or other dose. Unless noted, calls follow the shape of the dose curve; as a rule, active = well fitted curve in the direction sought with a large enough effect; inconclusive = small, poorly fitted or top-dose-only effect, or another doubt; inactive = no such curve, though single readings can be large; an effect the other way counts as inactive or inconclusive.

Sequence of screens: EPAC1 antagonist	PLK1 PBD block	EPAC1 ag	Abeta rescue	IL2 activator	FUS suppressor	PI5P4K alpha inh	WRN inhibitor
> CC(C)C[C@H](N)c1nnc(S(=O)(=O)Cc2ccc(F)cc2)o1
 : -1%	?	-4%	-28%	-0.8	-14%	3	-33%
> COc1ccc(Cc2c(-c3ccc(Cl)cc3)nc3cc(C)c(Br)c(C)n23)c(C)c1
 : 21%	2%	-1%	-10%	-0.2	1%	25	4%
> Cc1noc(C)c1S(=O)(=O)N1CCCCC1
 : 1%	-9%	2%	-5%	-0.4	-13%	/	-20%
> C/C(=N\NC(=S)Nc1c(C)cccc1C)c1ccc(OC(F)F)cc1
 : -17%	-6%	-6%	?	-2.9	27%	-4	-21%[57.1 µM]
> Cc1cc(C(=O)NCc2cccs2)c(C)o1
 : 12%	?	-7%	-17%	-3.7	30%	/	3%
> O=c1c2ccccc2c(-c2cccc(C(F)(F)F)c2)nn1-c1ccccc1
 : -3%	4%	-8%	-9%	1.4	24%	3	-14%
> COc1ccc(C(=O)N2CC3(CC(c4ccc(Cl)cc4)=NO3)C[C@H]2C(=O)NCC(N)=O)cc1 (stereo partly drawn)
 : -2%	-1%	0%	-20%	-1.1	16%	4	-5%
> CCSc1ccccc1C(=O)Nc1cc(C)on1
 : -2%	-2%	-5%	0%	-0.2	9%	-7	6%
> CCN1C[C@@H]2[C@@H]3C(=O)N(Cc4ccccc4)C(=O)[C@@H]3[C@](CC)(C1=O)N2C(=O)c1ccccc1
 : -17%	-8%	0%	-13%	0.2	-8%	3	8%
> CC(C)CCOc1ccc(-c2c(=O)n(OCc3ccc([N+](=O)[O-])cc3)c3ccccc3[n+]2[O-])cc1
 : -2%	0%	-3%	1%	-3.9	2%	/	0%
> COc1ccc(C)cc1S(=O)(=O)N(C)CC(=O)NCc1ccco1
 : -8%	-13%	6%	3%	-1.0	-4%	-18	-31%
> COc1ccc(NC(=O)/C=C/c2cccc(Br)c2)cn1
 : -10%	-27%	1%	-33%[inhibitor]	-0.9	4%	2	-33%
> CC(C)CCNC(=O)CN(Cc1ccccc1)C(=O)CCC(=O)Nc1nccs1
 : -18%	2%	5%	-20%	0.2	-13%	0	0%[57.1 µM]
> CCOC(=O)c1oc2c(c1C)C(=O)CCC2
 : 2%	-7%	-1%	-5%	-2.7	/	1	-4%
> CCOC(=O)C1=C(COc2ccccc2)NC(=O)NC1c1ccc2ccccc2c1 (stereo not drawn)
 : -13%	-2%	-5%	-6%	0.6	10%	-4	-4%
> NC(=O)c1cc([N+](=O)[O-])ccc1N1CCCCC1
 : 2%	-3%	0%	18%	-1.7	2%	0	-7%
> CCN(CC)C(=O)c1cccc2nc3ccccc3nc12
 : ?	?	-10%	-3%	2.6	2%	-11	-17%
> OCc1nc(CO)n(Cc2ccccc2)n1
 : -1%	-9%	7%	-7%	0.0	14%	/	1%
> O=C(O)CN1C(=O)C2(OCCO2)c2cc(Br)ccc21
 : -5%	-13%	-2%	5%	-0.1	-2%	-1	3%
> CCOc1cccc(NC(=O)CSc2sc3c(O)cc(=O)[nH]c3c2C#N)c1
 : ?	-25%	-2%	-8%	4.4	35%	-60*	-36%
> COc1cc2c(cc1OC)C(C(=O)NC1CC1)C1c3ccccc3CCN1C2=O (stereo not drawn)
 : -2%	-9%	-1%	-8%	1.0	-10%	-1	3%
> O=S(=O)(c1ccccc1)N1CCN(c2nc(-c3cccnc3)nc3ccccc23)CC1
 : -21%	0%	-7%	-23%	-0.7	35%	3	-10%
> COC(=O)c1cc(NS(=O)(=O)c2ccc(N3CCOCC3)c(N)c2)cc(C(=O)OC)c1
 : -4%	-11%	-10%	11%	1.2	30%	6	?
> CN=C1CC(C)(C)CC(=O)/C1=C(/O)CCC(=O)NC
 : -5%	-5%	-10%	13%	3.0	-5%	2	2%
> CCCCCC(C)NC(=O)CN1C(=O)NC(C)(c2ccc3ccccc3c2)C1=O (stereo not drawn)
 : 3%	-1%	-1%	-1%	-2.7	/	-3	-13%
> O=c1c2ccccc2nc(/C=C/c2c[nH]c3ccccc23)n1-c1ccc([N+](=O)[O-])cc1
 : 5%	-4%	13%	-7%	-0.2	-24%	-3	-5%
> COc1ccc(CN(CC(=O)NCc2ccco2)C(=O)CNS(=O)(=O)c2ccc(C)cc2)cc1
 : -13%	-3%	-11%	5%	-4.2	3%	2	-1%
> Oc1ccc(Cl)cc1C1=NCCNC(C(F)(F)C(F)F)=C1
 : -4%	-4%	4%	12%	-2.3	-4%	2	6%
> CN(C)c1cc[n+](CC(=O)Nc2ccc(Oc3ccccc3)cc2)cc1
 : -8%	2%	2%	6%	0.8	3%	7	11%
> Cc1[nH]nc(N=CC2=C(O)CC(C)(C)CC2=O)c1-c1ccccc1
 : 3%&-5%	-13%&0%	7%&5%	-22%&-6%	0.6&-1.0	16%&17%	9	2%&-9%

Remaining list, next part:
Sequence of screens: EPAC1 antagonist	PLK1 PBD block	EPAC1 ag	Abeta rescue	IL2 activator	FUS suppressor	PI5P4K alpha inh	WRN inhibitor
> C[C@]12C(=O)N(c3cccc(F)c3)C(=O)N1[C@@H]1c3ccccc3OC[C@@H]1[C@H]2c1ccccc1
 : -15%	-4%	-12%	-10%	-1.2	23%	-6	-10%
> NC(N)=NS(=O)(=O)c1ccc(NC(=S)NC(=O)/C=C/c2ccco2)cc1
 : 15%	-9%	6%	-2%	-0.3	6%	-19	0%
> COC(=O)c1cc(C(=O)OCC(=O)c2ccc3c(c2)NC(=O)CO3)cc([N+](=O)[O-])c1
 : 1%	-5%	-6%	5%	-5.3	6%	-23	-5%
> COC(=O)c1cc(NC(=O)CN(C)Cc2ccccc2)cc(C(=O)OC)c1
 : 1%	-10%	9%	2%	8.2	13%	2	-12%
> CCn1nc(C(=O)NNS(=O)(=O)c2ccc(C)cc2)c2ccccc2c1=O
 : -9%	-6%	5%	-3%	-0.6	6%	-1	-6%
> COc1ccc(/C=C/C(=O)Nc2cccc(S(=O)(=O)NC3=NCCCCC3)c2)c(OC)c1
 : -2%	6%	11%	16%	-0.6	?	-1	-13%
> O=C(Nc1ccccc1Sc1ccccc1)C1CCCO1 (stereo not drawn)
 : 1%	-10%	14%	15%	-0.6	2%	/	-14%
> COc1ccc(N2CCN(CCNC(=O)CCN3C(=O)COc4ccccc43)CC2)cc1
 : 4%	0%	-3%	9%	-1.3	-10%	/	-1%
> Cc1ccc(C(=O)Nc2nnn(C)n2)cc1
 : -10%	-20%	2%	-4%	3.0	14%	0	-35%
> Cc1cc(C(=O)N/N=C/c2cccc([N+](=O)[O-])c2)c(C)n1-c1ccccc1
 : -15%	3%	-7%	10%	-3.5	/	-4	0%
> O=C(CNC(=O)C1CCCCC1)NNC(=O)c1ccccc1Br
 : -13%	-10%	-4%	-11%	-3.9	/	-4	-29%
> COc1ccc(C(=O)Nc2cc(C)ccc2NC(=O)COc2ccccc2)cc1
 : -14%	-3%	0%	13%	2.1	-7%	3	-4%
> CN(CC(=O)Nc1ccc(F)cc1)C(=O)COC(=O)/C=C/c1ccc(OC(F)F)cc1
 : -17%	-15%	2%	-8%	6.3	4%	1	-2%
> NC(=O)c1cc(S(=O)(=O)N2CCOCC2)ccc1N1CCCC1
 : -5%	-9%	5%	4%	-1.5	7%	-2	2%
> CC1CC(=O)Nc2ccccc2N1C(=O)Nc1ccc(F)cc1 (stereo not drawn)
 : -8%	2%	-5%	2%	-3.4	-1%	-2	2%
> COc1cccc(C(O)c2cnc(C(C)C)n2C)c1 (stereo not drawn)
 : 9%	-4%	2%	-3%	-0.6	-17%	2	-1%
> CCc1c(C)nc2cc(-c3cc(OC)cc(OC)c3)nn2c1N1CCCC1
 : -5%	-6%	16%	-47%[inhibitor]	-1.6	?	/	-16%
> Cn1c(-c2ccccc2)c(Sc2ccccc2)c2cc(-c3ccc4cc[nH]c4c3)ccc21
 : 4%	2%	3%	-2%	-0.7	9%	-7	3%
> CC1=C(C(=O)OCC2CCCO2)C(c2ccccc2)NC(=O)N1 (stereo not drawn)
 : -3%	-3%	8%	-11%	-0.9	-17%	/	-7%
> COc1ccccc1N1CCN(C(=O)CCn2c(=O)[nH]c3ccsc3c2=O)CC1
 : -5%	-19%	0%	-4%	-3.3	2%	-2	4%
> CC(=O)c1ccc(NC(=O)C2(c3ccccc3)CCOCC2)cc1
 : -2%	-10%	-2%	-5%	-1.0	23%	1	5%
> Cc1oc2cc(Br)c(O)c(Br)c2c1-c1ccccc1
 : ?	-10%	24%	-81%[inhibitor]	-0.1	24%	7	-11%
> Cc1cc(SCC(=O)N(CC(C)C)c2c(N)n(CC(C)C)c(=O)[nH]c2=O)nc2ccccc12
 : -27%	13µM*	-6%	12%	0.4	-14%	-14	7%
> CCN(C(=O)COC(=O)CCS(=O)(=O)c1ccccc1)c1c(N)n(Cc2ccccc2)c(=O)[nH]c1=O
 : -2%	0%	-2%	?	-0.1	7%	3	-4%
> O=C(O)C1Cc2ccccc2CN1C(=O)c1ccccc1Cl (stereo not drawn)
 : 6%	0%	-3%	13%	3.1	11%	-7	-5%
> Clc1ccc(CONc2ncnc3nonc23)c(Cl)c1
 : -19%	-9%	5%	?	-2.3	22%	16	-13%
> Cc1cc(-c2cc(-c3ccc(Cl)cc3)nc(N)c2C#N)co1
 : 5%	21µM*	1%	-33%[inhibitor]	-1.3	25%	-69*	?
> CCCC(=O)NC(=S)Nc1ccc(N2CCOCC2)c(Cl)c1
 : -26%	-14%	7%	2%	-3.1	0%	-2	-1%
> CCOC(=O)c1cccc(N2C(=O)C3C(C2=O)C2C=CC3C23CC3)c1 (stereo not drawn)
 : 15%	1%	-4%	22%	0.3	-9%	1	6%
> CCOc1ccc(/C=C/C(=O)Nc2ccc(C(N)=O)cc2)cc1OC
 : -7%	-4%	-13%	2%	-0.3	/	-8	3%
> CCCCc1c(-c2ccc(OC)c(OC)c2)ncn1CCc1ccccc1OC
 : -17%	-1%	-2%	-2%	-0.8	11%	-2	-5%
> CC1CCN(S(=O)(=O)c2ccc3c(c2)CCN3C(=O)CCC(=O)O)CC1
 : 8%	-3%	5%	-3%	-2.0	11%	/	3%

Some of the entries so far, bar-delimited.
smiles | EPAC1 antagonist | PLK1 PBD block | EPAC1 ag | Abeta rescue | IL2 activator | FUS suppressor | PI5P4K alpha inh | WRN inhibitor
CC(=O)c1ccc(NC(=O)C2(c3ccccc3)CCOCC2)cc1 | -2% | -10% | -2% | -5% | -1.0 | 23% | 1 | 5%
CC1=C(C(=O)OCC2CCCO2)C(c2ccccc2)NC(=O)N1 (stereo not drawn) | -3% | -3% | 8% | -11% | -0.9 | -17% | / | -7%
